Yeast life ext: yeast lifespan extension. S. cerevisiae growth with nicotinamide, OD615; deaD strain in restrictive glucose medium. inhibition of the nicotinamide effect, % at 10 µM. hit rate 0.68% among 130,000;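 active = inhibition above a set limit, placed 3 SD over the median of all compounds, cut at about 26% in these data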;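 note: 0% = nicotinamide-treated wells and 100% = cells grown without nicotinamide; some compounds called inactive have numbers as strong as hits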
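assay system = DeaD-strain S. cerevisiae | measured by = absorbance at 615 nm | probe or stimulus = nicotinamide 1.5 mM | buffer or medium = CSMM-D glucose medium, restrictive | times = 48 h at 30 °C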
E-sel TNF inh: TNF alpha driven E-selectin expression inhibition | hit rate 0.71% among 120,000 | HUVEC TNFa-induced E-selectin immunofluorescence, high content | inhibition, % at 2 µM;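 active = inhibition above the batch mean plus 3 SD, and confirmed as a hit on visual image review, cut at about 43% in these data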;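 note: 0% = TNF-stimulated DMSO wells and 100% = unstimulated control wells; not every result past the cut was called active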
Phagocyt inh: blocks phagocytosis by macrophages. J774A.1 macrophage IgG-bead phagocytosis, imaging. inhibition, % at 5 µM. hit rate 0.07% among 110,000;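 active = inhibition above the mean of the plate negative controls plus 5 SD, cut at about 13% in these data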;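 note: phagocytic index as fraction of beads internalized from green versus red external bead signal; plate controls were DMSO negative control for no effect and cytochalasin-D positive control for full effect; some results beyond the cut were filed as inactive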
MRP-1 activ: activators of MRP-1; H69AR cells + doxorubicin, viability rescue, CellTiter-Glo; viability increase, % at 10 µM; hit rate 0.61% among 140,000; AID 799;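 active = viability gain under doxorubicin at or above a set limit, the compound median plus 3 SD, cut at about 4.7% in these data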;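 note: MRP-1 overexpressing cells given doxorubicin 25 µM after compound pretreatment; 18-22 h compound pretreatment then 72 h with doxorubicin before readout; 0% = doxorubicin-only wells and 100% = vehicle-treated cells without doxorubicin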
BB579 growth dn: reduces growth of yeast BB579 in restrictive medium; S. cerevisiae BB579 growth, OD615, 48 h; inhibition, % at 10 µM; hit rate 0.51% among 140,000;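 active = inhibition above a set limit, 3 SD over the mean compound inhibition, cut at about 44% in these data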; note: inactives centre near -24
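Test system: S. cerevisiae DeaD strain BB579 yeast; Medium: restrictive CSMM-D medium; Compound: one dose, 10 µM compound with 0.25% DMSO; Incubation: 4 h cell preincubation, 48 h compound exposure, 30 °C humidified; Signal: OD at 615 nm; Benchmarks: amphotericin B at 10 µg/mL as positive control.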
GALR2 blocker: antagonists of human galanin receptor 2 (GALR2); O43603; GALR2-expressing cells, antagonist mode; inhibition, % at 4 µM; hit rate 0.39% among 140,000; in the data active = inhibition above about 27%;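 note: cells stimulated with galanin 1-16 at roughly its EC80; 0% = agonist challenge control and 100% = basal control without agonist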
Target sequence (O43603 whole entry, looked up): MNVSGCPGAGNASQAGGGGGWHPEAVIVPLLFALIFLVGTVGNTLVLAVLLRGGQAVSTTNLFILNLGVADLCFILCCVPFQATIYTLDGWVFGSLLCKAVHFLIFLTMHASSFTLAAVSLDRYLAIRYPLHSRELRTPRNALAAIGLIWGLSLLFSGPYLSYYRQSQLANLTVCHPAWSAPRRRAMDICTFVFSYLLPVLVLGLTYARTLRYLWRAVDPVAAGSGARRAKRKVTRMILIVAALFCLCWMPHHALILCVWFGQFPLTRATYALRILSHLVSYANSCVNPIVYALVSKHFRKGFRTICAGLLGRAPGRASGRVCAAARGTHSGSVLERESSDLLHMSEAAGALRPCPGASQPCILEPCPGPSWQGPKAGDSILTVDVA
NPY-Y2 antag: antagonists of human neuropeptide Y receptor Y2; P49146; NPY-Y2 expressing cells, antagonist mode; inhibition, % at 2.7 µM; hit rate 0.99% among 140,000; AID 793; in the data active = inhibition above about 17%;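 note: 0% = vehicle with agonist challenge and 100% = reference antagonist with challenge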
Target sequence (P49146 whole entry, looked up): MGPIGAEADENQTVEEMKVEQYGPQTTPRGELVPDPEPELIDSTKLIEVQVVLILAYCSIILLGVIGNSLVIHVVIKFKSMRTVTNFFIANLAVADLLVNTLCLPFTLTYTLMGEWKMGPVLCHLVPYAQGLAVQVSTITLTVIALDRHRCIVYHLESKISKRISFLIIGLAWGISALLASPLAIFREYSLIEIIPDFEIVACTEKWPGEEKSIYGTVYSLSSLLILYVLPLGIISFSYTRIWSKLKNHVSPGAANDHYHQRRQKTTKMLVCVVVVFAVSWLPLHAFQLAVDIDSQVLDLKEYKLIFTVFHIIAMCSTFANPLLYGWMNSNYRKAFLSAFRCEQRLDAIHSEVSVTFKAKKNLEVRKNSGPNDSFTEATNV
bCat KO growth: beta-catenin-lacking colon tumor cell growth suppression; hit rate 1.5% among 140,000; viability, % at 10 µM; HCT116 beta-catenin knockout viability, CellTiter-Glo, 60 h; active compounds read low;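 active = viability at or under a set limit, the compound median less 4 SD, cut at about 6% in these data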;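 note: 0% = Hyamine 1622 control at 20 µM and 100% = untreated cell control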
Measles CPE: protection of cells from measles virus; Measles virus-infected cells, CPE protection, absorbance; AID 841; protection (pct of control), % at 4 µM; hit rate 1.5% among 140,000; in the data active = protection mostly above about 24%, no sharp cut-off; inactive = mostly below about 26%; note: some compounds called inactive have numbers as strong as hits
PTEN del growth: growth suppressors of cells with PTEN tumor suppressor deletion | HCT116 PTEN-null viability, CellTiter-Glo, 60 h; active compounds read low | viability, % at 10 µM | hit rate 1.2% among 140,000 | AID 827;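 active = viability at or below a set limit, 4 SD under the median of all tested compounds, cut at about 3.7% in these data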;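 note: PTEN knockout HCT116 line with beta catenin targeted HCT116 as companion control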
An asterisk follows results filed as active; · = no result given.

SMILES | Yeast life ext | E-sel TNF inh | Phagocyt inh | MRP-1 activ | BB579 growth dn | GALR2 blocker | NPY-Y2 antag | bCat KO growth | Measles CPE | PTEN del growth
O=C(O)c1cccc(NC(=O)c2ccc(S(=O)(=O)c3ccccc3)cc2)c1 | -1 | · | -12 | -1.0 | -23 | 3 | 2 | 94 | 8 | 101
CCOC(=O)N1CCN(C(=O)c2oc3ccc(S(=O)(=O)N4CCCCC4)cc3c2C)CC1 | -9 | 37 | · | -0.6 | 3 | -7 | -1 | 81 | 5 | 86
C=CCn1c(=NC(=O)CN2C(=O)CCC2=O)sc2cccc(OC)c21 | -6 | · | 0 | -1.9 | -25 | 7 | 1 | 99 | 15 | 100
CCC1CCc2c(c3ccccc3[nH]c2=O)O1 (centres undefined) | -12 | 10 | · | -1.3 | -35 | 0 | 8 | 89 | 4 | 73
Cc1ccccc1/[N+]([O-])=C/c1ccncc1 | -14 | · | -1 | -2.5 | -49 | 7 | 0 | 82 | 5 | 89
CCC1(CC)NC(=O)N(CC(=O)OCC(=O)Nc2cc(C)ccc2C)C1=O | -6 | -47 | -1 | -0.2 | -51 | 7 | 2 | 112 | 7 | 107
Cc1cc(C)c2c(c1)-c1c(ssc1=S)C(C)(C)N2C(=O)CN1C(=O)c2ccccc2C1=O | -1 | 8 | 4 | -1.1 | -33 | -7 | -2 | 79 | 10 | 70
O=C(c1ccc2ccccc2n1)N1CCN(c2ccccc2O)CC1 | -8 | -2 | -1 | -1.0 | -30 | 6 | 2 | 88 | 10 | 98
O=C(c1ccco1)N1CCN(c2c(-c3ccccc3)c3cc(Cl)ccc3[nH]c2=O)CC1 | -3 | -6 | -1 | -1.6 | -46 | -3 | 6 | 48 | 20 | 34
CSc1cccc(NC(=O)Cn2cccc2)c1 | -15 | -12 | · | -0.7 | -29 | -2 | 1 | 101 | 80* | 91
Cc1c(NC(=O)c2n[nH]c(=O)c3ccccc23)c(=O)n(-c2ccccc2)n1C | -7 | -3 | 0 | -2.3 | -3 | 8 | -3 | 98 | 11 | 92
O=C(Cc1cccs1)N/N=C/c1ccc(OCc2ccccc2)cc1 | 1 | · | -7 | -2.0 | -26 | -11 | 1 | 85 | 6 | 82
O=C(CO)N/N=C/c1ccccc1F | -14 | 11 | · | -0.7 | -31 | -3 | 2 | 92 | 9 | 86
Cc1ccc(-c2cnc(NC(=O)CCC(=O)N3CCCCC3)n2C)cc1 | 0 | -5 | · | -2.2 | -71 | 0 | 2 | 106 | 15 | 89
C#CCN(C)CCCOc1ccc(Cl)cc1Cl | 2 | · | · | -0.7 | -23 | -1 | 7 | 91 | 21 | 91
Cc1ccc(C(=O)Nc2ccccc2N2CCN(C(=O)C(C)C)CC2)cc1C | 1 | · | -1 | -2.7 | -49 | -5 | 8 | 84 | 3 | 74
CCCOC(=O)/C=C/c1c(C)[nH]c(=O)[nH]c1=O | 1 | · | -2 | -2.0 | 4 | -8 | 1 | 86 | 3 | 83
CC(C(=O)Nc1ccccc1Sc1ccccc1)N(c1ccccc1)S(C)(=O)=O (centres undefined) | 26 | -32 | · | -0.4 | -27 | -6 | 2 | 85 | 14 | 73
Cc1noc(C)c1CSc1nc2ccccc2n1C | -8 | -31 | -1 | -0.2 | -14 | 9 | -1 | 93 | 2 | 94
O=C(Oc1nsnc1N1CCCCC1)N1CCOCC1 | · | 2 | · | -1.6 | 4 | 8 | 1 | 86 | 4 | 92
Cc1cc(C)n(C(=O)CSc2ccc(Cl)cc2)n1 | -23 | 7 | 2 | -3.5 | -43 | -2 | 9 | 95 | 6 | 94
COc1cc(/C=C/C(=O)Nc2ccncc2)cc(OC)c1OC | 1 | · | 1 | -1.3 | -21 | -8 | 0 | 76 | 20 | 72
Cc1cccc(Nc2nc(N)nc(CN3CCN(Cc4ccc5c(c4)OCO5)CC3)n2)c1 | -4 | 7 | 2 | -4.2 | -30 | 3 | -2 | 77 | 8 | 67
Cc1ccc(CNC(=O)C2CCC(=O)N2CCc2ccccc2)cc1 (centres undefined) | -2 | -12 | 0 | -0.8 | -24 | -7 | 2 | 94 | 8 | 104
COc1ccc(/C(O)=C2/C(=O)C(=O)N(CCCC(=O)O)C2c2ccc(OC)c(OC)c2)cc1 (centres undefined) | -25 | -5 | · | -2.4 | -4 | -3 | 2 | 104 | 16 | 108
CCCc1[nH]nc2c1C(CCc1ccccc1)C(C#N)=C(N)O2 (centres undefined) | 16 | 17 | -1 | -1.9 | -101 | -16 | 0 | 94 | 18 | 75
CCOC(=O)c1cnc2c(N=Nc3ccccc3)c(N)nn2c1N | -6 | -29 | · | -0.5 | -13 | -3 | 2 | 86 | 6 | 95
O=C1NC(c2ccccc2)=C(c2ccc3ccccc3n2)C(c2ccccc2)N1 (centres undefined) | -2 | -19 | -4 | -2.7 | -50 | -5 | 2 | 80 | 5 | 76
Fc1ccc(Oc2cc(N3CCOCC3)nc(-c3ccccc3)n2)c(F)c1 | -7 | 32 | 1 | -0.6 | -32 | 0 | 3 | 105 | 7 | 96
CCNC(=S)N(Cc1ccc(OC)cc1)C1CC(=O)N(c2ccc(OCC)cc2)C1=O (centres undefined) | -3 | -45 | -1 | -4.0 | -4 | 9 | 2 | 93 | 2 | 98
CCCCOC(=O)Nc1ccc(C(C)C)cc1 | · | 12 | · | 6.0* | -21 | 0 | 0 | 91 | 7 | 97
COCCOC(=O)C1=C(C)OC(N)=C(C#N)C1c1ccco1 (centres undefined) | -4 | -15 | · | -2.1 | -18 | 10 | 1 | 97 | 27 | 97
COc1ccc(NC(C)=O)cc1CNC(=O)COc1c(C)c(C)cc(C)c1C | 0 | · | -3 | -0.9 | 3 | 5 | 3 | 78 | 14 | 86
CCOC(=O)NC(Nc1nc2ccccc2s1)(C(=O)OCC)C(F)(F)F (centres undefined) | 3 | 17 | -1 | -2.2 | -35 | 7 | 2 | 83 | 9 | 81
CC(=O)c1c(N2CCC(C(N)=O)CC2)nc(=S)n(-c2ccccc2)c1C | -3 | 14 | · | 0.9 | -7 | 5 | -1 | 90 | 3 | 91
O=c1cc(-c2ccc(O)c(O)c2)oc2c(C3O[C@H](CO)[C@@H](O)[C@H](O)[C@H]3O)c(O)cc(O)c12 (some centres undefined) | -4 | · | · | -1.9 | 10 | 2 | 2 | 103 | 10 | 91
O=C(NCCc1cn2ccsc2n1)C1CCCCC1 | -6 | · | -2 | -1.1 | -61 | 0 | 2 | 100 | 10 | 100
Cc1cccc(C)c1NC(=O)C(NC=O)c1ccc(N(C)C)cc1 (centres undefined) | -6 | 0 | -1 | -0.2 | -29 | 4 | -1 | 105 | 9 | 96
Cc1ccc(/C=N\NC(=O)Cn2c(C)nc3ccccc32)o1 | -2 | -60 | 1 | -1.0 | -16 | 11 | 2 | 91 | 9 | 94
C/C(=N\NS(C)(=O)=O)c1ccccc1 | -5 | 9 | -2 | 0.3 | -22 | -5 | 0 | 94 | 18 | 100
O=C1[C@@H]2Cc3ccccc3CN2C(=O)N1c1cccc(F)c1 | -5 | 5 | -1 | -0.1 | -18 | 7 | 1 | 105 | 13 | 97
CCOC(=O)c1nn(-c2ccccc2)c(=O)c2c(N)scc12 | -13 | · | -1 | -1.4 | -23 | -2 | 1 | 112 | 36 | 97
Cc1cc(C(F)F)n2nc(C(=O)Nc3ccc(S(=O)(=O)N4CCCC4)cc3)nc2n1 | -27 | 14 | 3 | -2.3 | -15 | -10 | 3 | 86 | 3 | 73
COc1ccc(C2C(C(=O)Nc3cccnc3)=C(C)Nc3nc(-c4cccs4)nn32)cc1OC (centres undefined) | -4 | · | 0 | 0.1 | -11 | -7 | 2 | 90 | 7 | 90
C=CCNC(=S)NNC(=O)c1ccc(Br)cc1 | 4 | 63* | -9 | 0.9 | 0 | -1 | 1 | 84 | 4 | 91
Cc1ccc(-c2nnc(SCC(=O)CC(=O)Nc3ccccc3)n2C)cc1 | · | 4 | · | -3.6 | -40 | 8 | -3 | 103 | 12 | 92
CN1C(=O)/C(=C/c2ccc3c(c2)OCO3)N=C1c1ccccc1 | -1 | · | -5 | 1.5 | 6 | 4 | 1 | 94 | 19 | 95
C=CCOc1c2ccc(C(=O)N(CC)c3ccc(OC)cc3)cc2nn1C | 3 | · | -1 | -1.1 | -50 | 1 | 2 | 105 | 2 | 108
COc1ccc(N2C(=O)CCC(C(=O)NCCN3CCOCC3)C2c2ccc(OC)c(OC)c2)cc1 (centres undefined) | -5 | 11 | 44* | 1.3 | -39 | 1 | 2 | 100 | 21 | 110
O=C(O)CC1(Cc2nc(-c3cccs3)no2)CCCC1 | 22 | · | 0 | -0.6 | -31 | 0 | 4 | 102 | 10 | 96
O=C(CCCn1c(SCC(=O)c2ccc(F)cc2)nc2ccccc2c1=O)NCc1ccco1 | 2 | · | -1 | -1.6 | -97 | -10 | 4 | 54 | 15 | 51
O=C(NCCCN1CCCCCC1)C1CC(=O)N(C2CCCC2)C1 (centres undefined) | 0 | -2 | · | -0.5 | -39 | -2 | -2 | 89 | 6 | 101
COc1ccc(Nc2cc(C(=O)NCCCN3CCN(C)CC3)c3ccccc3n2)c(OC)c1 | -7 | -2 | -1 | -1.2 | 18 | 19 | 2 | 84 | 5 | 86
CCSc1nc(-c2ccc(OC)cc2)cc(-c2ccc(OC)cc2)c1C#N | -12 | 33 | 0 | -0.7 | -22 | -15 | 3 | 73 | 3 | 73
CCOC(=O)CCC(=O)Nc1ccc(S(=O)(=O)N2CCC(C)CC2)cc1 | · | 2 | · | -0.5 | -34 | 4 | -1 | 96 | 16 | 97
O=C(Cn1cnc2c(nnn2Cc2ccccc2)c1=O)c1ccc(Cl)cc1 | 1 | · | · | -2.6 | -12 | 3 | 11 | 88 | 9 | 92
CCOC(=O)N1CCN(C(=O)C2CCN(CC3CCCCC3)CC2)CC1 | 14 | 1 | -2 | -1.2 | -16 | -2 | 1 | 98 | 2 | 110
Cc1ccccc1Nc1nc(N)nc(CN2CCN(c3ccccn3)CC2)n1 | -5 | -17 | -2 | -2.4 | 11 | 2 | 5 | 93 | 22 | 96
COc1cc(CNCCSc2nnnn2C)cc(OC)c1OC | 0 | 9 | 0 | -0.7 | -21 | -5 | 0 | 99 | 1 | 92
CCOC(=O)c1c(/N=C/c2cc([N+](=O)[O-])ccc2O)sc(C)c1C | -2 | · | -9 | -3.0 | 61* | 5 | -3 | 88 | 23 | 94
CCCc1cc(=O)n2[nH]c(NCc3c(Cl)cccc3Cl)nc2n1 | -1 | · | 3 | -0.2 | -48 | -7 | -2 | 89 | 10 | 102
Cc1ccc(-c2nnn(CC(=O)NCc3ccccc3)n2)c(-n2cnnn2)c1 | -10 | 10 | 0 | -2.5 | -33 | 4 | 0 | 102 | 10 | 95

2 neighbouring records already listed, for reference:
SMILES | Yeast life ext | E-sel TNF inh | Phagocyt inh | MRP-1 activ | BB579 growth dn | GALR2 blocker | NPY-Y2 antag | bCat KO growth | Measles CPE | PTEN del growth
CCCc1cc(=O)n2[nH]c(NCc3c(Cl)cccc3Cl)nc2n1 | -1 | · | 3 | -0.2 | -48 | -7 | -2 | 89 | 10 | 102
Cc1ccc(-c2nnn(CC(=O)NCc3ccccc3)n2)c(-n2cnnn2)c1 | -10 | 10 | 0 | -2.5 | -33 | 4 | 0 | 102 | 10 | 95
